# Screening data: PubChem, Fisher Drug Discovery Resource Center
# NPYLR7 ag – mosquito NPYLR7 agonism. HEK293T NPYLR7/Galpha15, GCaMP6s calcium fluorescence. activation, % at 10 µM. hit rate 0.15% among 270,000; in the data active means activation above about 40%;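 further: 0% = vehicle and 100% = reference agonist at the receptor; some compounds past the cut are filed as inactive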
# mcGAS lum – mouse cGAS inhibition by luminescence | Q8C6L5 | recombinant cGAS, Kinase-Glo ATP depletion luminescence | inhibition, % at 12.5 µM | hit rate 0.15% among 160,000 | AID 1259399;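 further: 0% = negative control wells and 100% = reference inhibitor with no enzyme activity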
# hcGAS inh – human cGAS inhibition; hit rate 0.081% among 290,000; recombinant h-cGAS, ATP depletion, Kinase-Glo luminescence; AID 1259398; Q8N884; inhibition, % at 12.5 µM;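 further: 0% = vehicle reaction and 100% = reaction without DNA for no activity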
# Target sequence (Q8N884 whole entry, looked up): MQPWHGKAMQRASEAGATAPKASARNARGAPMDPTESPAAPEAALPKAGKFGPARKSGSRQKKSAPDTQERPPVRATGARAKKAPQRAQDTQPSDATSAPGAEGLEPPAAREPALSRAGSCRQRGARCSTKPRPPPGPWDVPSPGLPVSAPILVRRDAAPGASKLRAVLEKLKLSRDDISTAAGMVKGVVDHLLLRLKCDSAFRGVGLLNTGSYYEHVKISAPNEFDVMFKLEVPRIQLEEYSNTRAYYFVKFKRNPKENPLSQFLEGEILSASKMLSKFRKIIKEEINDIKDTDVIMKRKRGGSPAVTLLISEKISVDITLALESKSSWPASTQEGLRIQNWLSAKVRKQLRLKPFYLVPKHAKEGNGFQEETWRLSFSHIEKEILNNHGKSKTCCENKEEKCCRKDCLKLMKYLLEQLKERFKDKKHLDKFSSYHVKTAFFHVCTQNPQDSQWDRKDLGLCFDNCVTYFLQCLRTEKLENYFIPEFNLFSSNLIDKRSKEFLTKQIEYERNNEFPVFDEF
# Active calls of the source: *; nt = no result given; & = joins results of further samples. Unless noted, no stated cut-off is given here; in the data, active means inhibition above about 40%; inactive means the rest.
compound | NPYLR7 ag | mcGAS lum | hcGAS inh
CSCC[C@H](NC(C)=O)C(=O)N1Cc2cnc(-c3ccccc3)nc2C1 | -5 | nt | 0
CCc1nc2n(n1)C(=O)C(C(c1ccc(C)cc1)N1CCN(CC)CC1)S2 (centres undefined) | -3 | -5 | -3
COC(=O)CC(C)NC(=O)C1CC1c1ccc(OC)cc1 (centres undefined) | 17 | -16 | -6
Cc1cc(C)c(NC(=O)c2cncc(Br)c2)c(Cl)c1 | -1 | 2 | 9
COc1cc(C)ccc1OS(=O)(=O)Cc1ccccc1C(F)(F)F | 8 | nt | -6
CCCOC1CCCN(C2CCc3ccccc3C2)C1 (centres undefined) | -11 | nt | 0
COc1cccc(NC(=O)CCC2CCN(C(=O)CCN3CCCC3=O)CC2)c1 | 4 | nt | -2&-8
O=c1cc(C(F)(F)F)c2ccc(O)cc2o1 | 57* | -4 | -10
COc1ccc(CN2C(=O)c3ccccc3C2=O)cc1C(=O)NCC1CCCC1 | 4 | nt | -5
CC(C)C(C)N(Cc1ccc(Cl)cc1)Cc1nc(C(=O)NCc2ccc(F)cc2)co1 (centres undefined) | 4 | -8 | -7
O=C1C(=O)N(CCN2CCOCC2)C(c2ccncc2)C1=C(O)c1ccccc1 (centres undefined) | -1 | -5 | -2
On1c(-c2cccc(Cl)c2)nc2c1CCc1nonc1-2 | -1 | -4 | -5
CN1C(=CC=NCC(O)c2ccc([N+](=O)[O-])cc2)C(C)(C)C2C=CC=CC21 (centres undefined) | -1 | nt | 0
COc1cc(CNC(=O)C2CC2)cc(OC)c1OC | 8 | -7 | -3
CC(C)CNC(=O)NC(=O)C(F)(F)F | -4 | nt | -5

compound | NPYLR7 ag | mcGAS lum | hcGAS inh
CN(C)c1ccc(NC(=O)c2cccs2)cc1CN(CC1CCCO1)C(=O)Cc1cccs1 (centres undefined) | -3 | -4 | -1
CCC(C)N(CC(=O)N(Cc1ccccc1)Cc1sccc1C)C(=O)Nc1ccc(C(C)C)cc1 (centres undefined) | 16 | -6 | -12
O=C(NC1CCN(c2ccccc2C(=O)NCC2CCCO2)CC1)c1ccc(C(F)(F)F)cc1 (centres undefined) | 12 | -4 | -4
COc1ccc2oc(=Nc3ccc(F)cc3)c(C(N)=O)cc2c1 | -3 | -6 | 8
CS(=O)(=O)c1ccccc1S(=O)(=O)N1CCN(Cc2cc(=O)c(OCc3cccc(F)c3)co2)CC1 | -1 | -9 | -8
CCCC(C)NC(=O)C1CCN(S(=O)(=O)c2ccc3c(c2)OCCO3)CC1 (centres undefined) | 0 | nt | 5
c1cc(-c2noc(CN3CCc4sccc4C3C3CC3)n2)cs1 (centres undefined) | -4 | -16 | -6
O=C(c1ccc(-c2ccccc2Cl)o1)N1CCCC(N2CCOCC2)C1 (centres undefined) | 11 | -16 | -2
COC(=O)C(C)CN(C)C(=O)c1nc(NC(C)=O)ccc1Br (centres undefined) | -1 | nt | -7
CC(=O)N1CCN(c2ncccc2CNC(=O)CCOc2ccccc2)CC1 | 9 | nt | -8
COc1ccc(N(C(=O)C2Cc3cc(Cl)ccc3O2)C(C)C2CC2)cc1 (centres undefined) | 17 | nt | 1
COc1ccccc1OC1CN(C(=O)c2cnn3c2CCCC3)C1 | 8 | nt | -5
CC(C)(O)C1CCCN1Cc1ccccc1 (centres undefined) | 19 | nt | -6
CC(C)(C#N)c1ccc(N2C(=O)OCc3cnc4ccc(-c5cnc6ccccc6c5)cc4c32)cc1 | 21 | -10 | -5
COc1cccc(-c2cc(C(=O)Nc3ncccn3)c3ccccc3n2)c1 | -5 | -5 | -4

compound | NPYLR7 ag | mcGAS lum | hcGAS inh
CCOc1ccc(C(=O)Nc2cc(C(=O)N3CCOCC3)cn(C)c2=O)cc1 | -12 | -1 | -1
CCc1cc(N2CCN(Cc3ccccc3)CC2)nc(SCc2cccc(C(=O)NCc3cccnc3)c2)n1 | -2 | -3 | -2
CN(Cc1csc(-c2cccs2)n1)C(=O)c1ncc[nH]1 | 15 | nt | -7
Nc1nccnc1C(=O)Nc1ccc(Cl)cc1C(=O)NCC1CC1 | -6 | -7 | -2
Cc1ccc(C)c(S(=O)(=O)Nc2ccc(C(=O)NCC3COCCO3)cc2)c1 (centres undefined) | 12 | -5 | 0
Cc1ccc(NC(=O)CN2C(=O)CSC2c2ccc(Cl)c(Cl)c2)cc1 (centres undefined) | 19 | -4 | -4
O=C(Nc1ccccc1N1CCCCC1)N1CCN(c2cnccn2)CC1 | 10 | nt | -17
Cc1ccc(-c2nc(C=Nc3ccc(C)cc3Br)c(O)o2)cc1 | -4 | nt | -12
CCS(=O)(=O)NC1CCN(c2ccccc2C(=O)NC(C)c2ccccc2)CC1 (centres undefined) | 1 | -4 | -6
O=C(NCC1CCCCC1)c1sc2ccccc2c1Cl | 3 | -4 | -2
Cc1ccc(S(=O)(=O)NC2CCN(c3ccccc3C(=O)NCc3cccnc3)CC2)cc1 | -1 | -5 | -7
CC(=O)N(CCCN(C)C)c1nc2cc3c(cc2s1)OCO3 | 2 | -4 | -1
c1ccc(C(SC2=NC3CCCCC3N2)c2ccccc2)cc1 (centres undefined) | 13 | nt | -5
N#Cc1ccc(C(=O)C=Cc2cccc(O)c2)cc1 | 14 | nt | -5
CC1(C)[C@H]2CC=C(CCNC3CCN(c4ccc(C(=O)N[C@H]5CCCCNC5=O)cc4)CC3)[C@@H]1C2 | 1 | -9 | -2

compound | NPYLR7 ag | mcGAS lum | hcGAS inh
Nn1c(-c2ccncc2)nn2c(=O)c3ccccc3nc12 | 4 | nt | -2
Cc1ccc(-c2nc3n(n2)C(=O)CC(c2cccc([N+](=O)[O-])c2)S3)cc1 (centres undefined) | 7 | nt | 0
CC(C)CCN(Cc1ccsc1)CC(O)COCc1ccco1 (centres undefined) | 17 | -4 | -5
COc1ccccc1C1c2c(n[nH]c2-c2cccc([N+](=O)[O-])c2)OC(=N)C1C#N (centres undefined) | -1 | nt | -7
O=C(NCc1ccccc1-n1ccnc1)c1ccc2c(c1)CCO2 | -1 | nt | -3
Cc1ccc(NCN2C(=O)C3CC=CCC3C2=O)cc1Cl (centres undefined) | -9 | -4 | -2
Cc1ccc2c(C)c(C(=O)N3CCCN(c4ncccn4)CC3)oc2c1 | -6 | -10 | -3
COC1CCN(c2nc3ccccc3nc2NS(=O)(=O)c2cccc(Cl)c2)CC1 | -1 | 1 | -6
CCn1c(C)cc(O)c(C(c2ccc(OC)cc2)c2c(O)cc(C)n(CC)c2=O)c1=O | -1 | -8 | -5
Cc1ccc(C2CC2C(=O)Nc2nc(C)c(SCC#N)s2)s1 (centres undefined) | 6 | nt | -6
CCC(CC)NC(=O)c1nc(-c2ccc(Cl)cc2)oc1C | 1 | nt | -4
CCn1nc(C)cc1C(=O)N(CC1CCCO1)c1nc2c(OC)ccc(OC)c2s1 (centres undefined) | 3 | -2 | 3
O=C(COc1ccc(Br)cc1)Nc1nnc(-c2ccc(Cl)cc2)o1 | 2 | 0 | 6
COc1ccc(-c2cc(C(=O)Nc3ccccc3F)n(-c3cccc(Cl)c3)n2)c(OC)c1 | -2 | -3 | 3
O=c1ccc(-c2ccccc2)nn1CCCNS(=O)(=O)c1ccccc1C(F)(F)F | -3 | nt | -3

compound | NPYLR7 ag | mcGAS lum | hcGAS inh
COCCOc1ccc(CCC(=O)N2CCN(c3ccccn3)CC2)cc1NS(=O)(=O)c1ccc(Cl)cc1 | -15 | nt | 1
Cc1ccsc1CN(Cc1ccc(F)cc1)C(=O)CN(C(=O)Nc1ccc(Cl)cc1Cl)C1CC1 | 14 | -6 | -7
Cc1cc(S(=O)(=O)Nc2ccccc2-c2nnc3n2CCCCC3)ccc1Br | -4 | nt | 1
CCOC(=O)c1c(NC(=O)C(C)(C)C)sc(C)c1C | -8 | 0 | 4
COCCN1CCN(C(=O)c2cn(CCOC)cc3c(=O)n(-c4ccccc4)nc2-3)CC1 | -1 | -7 | 28
O=C(O)c1ccc(Cn2cc(/C=C\[N+](=O)[O-])c3ccccc32)o1 | -1 | nt | -3
C=CCNC(=O)c1c(N)sc2nc3ccccc3nc12 | 7 | -13 | -7
Cc1csc2nc(O)c(C(=O)NCCc3ccccc3)c(=O)n12 | -2 | 9 | 7
Cc1nc(-c2ccccc2)c(C(=O)N(C)C(C)c2ccon2)s1 (centres undefined) | 5 | nt | -2
COCCn1c(C)cc(O)c(C(c2ccccc2F)N2CCC(C)CC2)c1=O (centres undefined) | 12 | nt | -3
CCOC(=O)C1(Cc2ccccc2Cl)CCN(C(=O)CCc2c(C)noc2C)CC1 | -1 | -2 | -1
Oc1ccccc1C1=NNC(c2ccccc2)C1 (centres undefined) | 1 | nt | -2
COCCN(CC(=O)N(CCc1c[nH]c2ccccc12)Cc1ccc(OC)c(OC)c1)C(=O)Nc1ccc(Br)cc1 | 21 | -6 | -1
O=C(Nc1ccc(-c2c(-c3ccccc3)[nH]n(-c3ccccc3)c2=O)cc1)C1CC1 | -2 | -1 | -3
CSc1nnc2c(n1)OC(c1ccsc1)Nc1ccccc1-2 (centres undefined) | 0 | -4 | -8

compound | NPYLR7 ag | mcGAS lum | hcGAS inh
COc1cc(F)ccc1NC(=O)NCCCN1CCC(C)CC1 | -9 | nt | -16
COCCN1C(=O)CS(=O)C12CCN(C(=O)NC1CCCC1)CC2 (centres undefined) | nt | -6 | -12
COC(=O)Cn1c(SCCOc2ccccc2OC)nc2ccccc21 | -4 | -7 | -2
COc1cc2c(cc1CN1C[C@H](O)[C@@H](N3CCN(C)CC3)C1)OCCCO2 | -3 | nt | -5
Cc1ccc(C(=O)Nc2ccc(=O)n(C)c2)c(C)c1 | -3 | -9 | -5
O=C(Nc1ccc(F)c(F)c1)c1ccc(N2CC3CC(C2)c2cccc(=O)n2C3)c(NC(=O)c2cc3ccccc3oc2=O)c1 (centres undefined) | -4 | nt | 2
CN(Cc1ccc(Cl)c(Cl)c1)C(=O)CNC(=O)c1ccco1 | 6 | nt | -5
COc1cc(NC(=O)c2cccc(N3C(=O)NC4CC3(C)Oc3ccccc34)c2)cc(OC)c1OC (centres undefined) | -13 | 4 | 1
Cc1cc(-c2ccc(S(=O)(=O)N(C)CC(=O)O)cc2)nc2ccccc12 | 6 | nt | -3
CCn1c(=O)n(CC(=O)Nc2c(F)cccc2F)c2ccccc21 | 9 | nt | -10
COc1cc([N+](=O)[O-])ccc1N=Cc1nc(-c2ccccc2F)oc1O | -1 | nt | -3
CCC1(c2ccc(OC)cc2)NC(=O)NC1=O (centres undefined) | -7 | nt | 5
CC(C)c1ccc(S(=O)(=O)c2ccc(Cl)cc2)cc1 | 4 | -17 | -7
COCCN1CCN(C(=O)c2ccc(C)nc2C2CCN(C(=O)Cc3ccccc3)CC2)CC1 | nt | -5 | -6
CCc1cc(C(=O)N2CCc3c(c(C(=O)N4CCN(c5ccccc5)CC4)nn3CC)C2)no1 | 11 | -16 | -4

compound | NPYLR7 ag | mcGAS lum | hcGAS inh
CC1=CC(C)C2C(=O)N(CCCN(C)C)C(=O)C2C1 (centres undefined) | 4 | -2 | 0
Nc1nnc(SCC(=O)c2ccc(OCc3ccccc3)cc2)s1 | 15 | nt | -7
Cc1ccc2cc(C3(O)CCN(C(=O)[C@@H]4C[C@@H]5C=C[C@H]4C5)CC3)ccc2n1 | 0 | -12 | -3
CCCCOc1ccc(C(=O)N2CCCN(c3nc(Cc4ccc(C)cc4)nc4c3c(C)nn4-c3ccccc3)CC2)cc1 | nt | 0 | 1
CN(CC1CCC1)C(=O)CCc1nc2ccccc2c(=O)n1C1CC1 | -7 | -14 | -9
O=[N+]([O-])c1ccc(Cl)c(C2c3cccn3CCCN2Cc2ccc(F)c(Cl)c2)c1 (centres undefined) | 23 | -6 | -7
O=C(Cc1ccccc1)N(Cc1nc2cc(Cl)ccc2o1)C1CC1 | 3 | -7 | -5
CCOc1ncccc1CN1CCCC(C(=O)Nc2ccc(Oc3ccccc3)cc2)C1 (centres undefined) | 1 | -5 | -9
C=CCn1c(SCC(=O)N2CCCCC2)nc2scc(-c3ccc(C)cc3)c2c1=O | -1 | -4 | -6
COc1ccc(N(CN2C(=O)c3ccccc3C2=O)C(=O)c2ccccc2)cc1 | 1 | 3 | 4
CCOC(=O)C1=C(C)NC2=C(C(=O)CCC2)C1c1ccc(OC(F)F)cc1 (centres undefined) | -5 | -7 | -6
CCN(CC)CCn1c2c(c(SCC(=O)Nc3cccc(C(F)(F)F)c3)nc1=O)CCC2 | -1 | -6 | -3
CC(C)N(CCO)C(=O)c1cccc(-c2cccc(F)c2)c1 | 5 | nt | -3
O=C(CCCc1c[nH]c2ccccc12)N1CCCC2(CCNCC2)CC1 | 7 | -13 | -4
COc1cccc(Cn2c(C(=O)N3CCN(C/C=C/c4ccccc4)CC3)cc3ccoc32)c1 | nt | -8 | -4
Cc1nn2c(=O)cc(CN3CCN(S(=O)(=O)c4ccc(F)cc4)CC3)nc2s1 | -1 | -1 | 4
O=S(=O)(Cc1nccn1CC(F)(F)F)c1ncc[nH]1 | -2 | nt | -6
